yeast sgs1 mgt1 – NCI yeast anticancer drug screen, S. cerevisiae sgs1 mgt1 strain; % growth inhibition at 50 µM; hit rate 10% among 78,000; AID 161;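 also: 0% = growth of vehicle-only cultures of the same strain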
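Yeast cells carrying a defined DNA-repair defect were exposed to test compounds. Growth inhibition was measured relative to vehicle-treated controls.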
yeast rad50 – NCI yeast anticancer drug screen, S. cerevisiae rad50 strain; growth inhibition, % at 50 µM; hit rate 10% among 79,000; AID 155;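 also: 0% = growth of vehicle-only cultures of the same strain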
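Relative growth inhibition (compound vs vehicle) was measured in yeast with a defined repair-gene alteration.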
yeast cln2 rad14 – NCI yeast anticancer drug screen, S. cerevisiae cln2 rad14 strain. % growth inhibition at 50 µM. hit rate 8.3% among 78,000. AID 165;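 also: 0% = growth of vehicle-only cultures of the same strain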
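Relative to vehicle controls, growth inhibition of compound-treated cln2 rad14 yeast was recorded.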
yeast mlh1 rad18 – NCI yeast anticancer drug screen, S. cerevisiae mlh1 rad18 strain; % growth inhibition at 50 µM; hit rate 11% among 79,000;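 also: 0% = growth of vehicle-only cultures of the same strain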
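Growth inhibition of the yeast strain was measured after compound exposure and expressed relative to vehicle-treated controls. The strain carries defined defects in DNA damage repair.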
bub3 – NCI yeast anticancer drug screen, S. cerevisiae bub3 mutant strain | hit rate 9.9% among 78,000 | growth inhibition, % at 50 µM;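 also: 0% = growth of vehicle-only cultures of the same strain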
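Growth of a checkpoint-deficient yeast mutant is measured after compound exposure. Values represent inhibition relative to vehicle.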
yeast mec2-1 – NCI yeast anticancer drug screen, S. cerevisiae mec2-1 strain. % growth inhibition at 50 µM. hit rate 9% among 79,000. AID 157;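 also: 0% = growth of vehicle-only cultures of the same strain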
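Yeast mec2-1 mutant treated with compound. Readout: growth inhibition vs vehicle controls.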
* = called active by the depositor. Rule as the data show it: active = growth inhibition above about 70%; inactive = the rest.

Results follow in this order: yeast sgs1 mgt1	yeast rad50	yeast cln2 rad14	yeast mlh1 rad18	bub3	yeast mec2-1
Cc1ccc(CCS(=O)(=O)N=[N+]=[N-])cc1
 : -9	1	-54	-3	-20	-12
COC(=O)NC(=Nc1ccc(Oc2ccccc2)cc1NC=O)NC(=O)OC
 : -14	0	25	12	16	-15
CNC(=O)C(C)Oc1ccc(OCC2CCCCC2)cc1 (configuration not stated)
 : -14	-1	-36	-56	-47	-44
COc1ccc(OCC(=O)O)c2c1CCC(C(C)C)C2=O (configuration not stated)
 : -2	-10	10	-17	-12	1
C1CCCCCc2c(-c3n[nH]c4c3CCCCCCCCCC4)n[nH]c2CCCC1
 : -8	-8	8	44	3	-1
Cc1cc2n[nH]nc2cc1C
 : 3	14	13	13	23	2
C[C@@H]1C(=O)OCC2=C3C[C@@H](CC[C@@]3(C)C=CC2=O)[C@H](C)C(=O)OCC2=C3C[C@H]1CC[C@@]3(C)C=CC2=O
 : -1	4	16	21	2	-4
NNc1ccccc1F
 : 98*	99*	98*	99*	99*	100*
COc1ccc(/C(C)=N/N=C(\C)c2ccc(OC)cc2)cc1
 : 32	7	12	14	17	-28
Cc1cn(CC(O)c2cc3ccccc3[nH]2)c(=O)[nH]c1=O (configuration not stated)
 : 0	10	12	7	10	14

Look-ups from the entries so far.
COc1ccc(OCC(=O)O)c2c1CCC(C(C)C)C2=O (configuration not stated) in yeast mec2-1 = 1
COc1ccc(/C(C)=N/N=C(\C)c2ccc(OC)cc2)cc1 in yeast mlh1 rad18 = 14
NNc1ccccc1F in yeast sgs1 mgt1 = 98*
Cc1cn(CC(O)c2cc3ccccc3[nH]2)c(=O)[nH]c1=O (configuration not stated) in yeast sgs1 mgt1 = 0
Cc1cc2n[nH]nc2cc1C in bub3 = 23
COC(=O)NC(=Nc1ccc(Oc2ccccc2)cc1NC=O)NC(=O)OC in yeast cln2 rad14 = 25

Record cards, as listed above. Screens in order: yeast sgs1 mgt1	yeast rad50	yeast cln2 rad14	yeast mlh1 rad18	bub3	yeast mec2-1
Cc1ccc(CCS(=O)(=O)N=[N+]=[N-])cc1 across the screens: -9	1	-54	-3	-20	-12
Cc1cc2n[nH]nc2cc1C across the screens: 3	14	13	13	23	2
C[C@@H]1C(=O)OCC2=C3C[C@@H](CC[C@@]3(C)C=CC2=O)[C@H](C)C(=O)OCC2=C3C[C@H]1CC[C@@]3(C)C=CC2=O across the screens: -1	4	16	21	2	-4
COC(=O)NC(=Nc1ccc(Oc2ccccc2)cc1NC=O)NC(=O)OC across the screens: -14	0	25	12	16	-15
CNC(=O)C(C)Oc1ccc(OCC2CCCCC2)cc1 (configuration not stated) across the screens: -14	-1	-36	-56	-47	-44

The list continues.
Results follow in this order: yeast sgs1 mgt1	yeast rad50	yeast cln2 rad14	yeast mlh1 rad18	bub3	yeast mec2-1
O=C1CC2CCCCC2CC1c1ccc(OCc2ccccc2)c(OCc2ccccc2)c1 (configuration not stated)
 : 24	-7	9	-14	-4	0
C/C(=C/c1ccccc1)C(F)F
 : -13	4	-7	9	-12	-6
OCCOc1ccccc1-c1ccccc1
 : -16	-29	-14	-8	-30	-14
c1ccc2c3c([nH]c2c1)[C@@H]1CCN2CCC[C@@H]2N1CC3
 : -1	-10	19	9	8	-1
CCc1c(C(=O)OC)c(C(=O)OC)c(-c2ccc(C)cc2)n1CCn1c(CC)c(C(=O)OC)c(C(=O)OC)c1-c1ccc(C)cc1
 : -26	-1	-1	18	-3	0
NC(=O)c1[nH]cnc1/N=N/SCC(N)C(=O)O (configuration not stated)
 : -19	1	-1	7	-39	-16
Cc1ccc2c(c1)[nH]c(=S)n2/C=C(\c1ccccc1)S(=O)Cc1ccccc1 (configuration not stated)
 : -20	-24	0	-26	-28	-26
Cn1ncc2c(NCc3ccccc3)ncnc21
 : 23	13	-44	0	3	3
CSc1nc(Cl)c2cc(C)[nH]c2n1
 : -9	-1	-31	-4	-7	-1
CC12CCC(=O)C=C1C=CC1C2CCC2(C)C1CCC21CCC(=O)O1 (configuration not stated)
 : 84*	75*	24	73*	67	80*

In the list so far, 3 contain a carbonyl joined to an NH by a bond outside any ring:
Results follow in this order: yeast sgs1 mgt1	yeast rad50	yeast cln2 rad14	yeast mlh1 rad18	bub3	yeast mec2-1
COC(=O)NC(=Nc1ccc(Oc2ccccc2)cc1NC=O)NC(=O)OC
 : -14	0	25	12	16	-15
CNC(=O)C(C)Oc1ccc(OCC2CCCCC2)cc1 (configuration not stated)
 : -14	-1	-36	-56	-47	-44
NC(=O)c1[nH]cnc1/N=N/SCC(N)C(=O)O (configuration not stated)
 : -19	1	-1	7	-39	-16

Going on with the list.
Results follow in this order: yeast sgs1 mgt1	yeast rad50	yeast cln2 rad14	yeast mlh1 rad18	bub3	yeast mec2-1
O=[N+]([O-])c1cc(NC(=S)SCc2ccc3c(c2)OCO3)ccc1Cl
 : 77*	83*	43	78*	56	72*
CC1=CC(=O)CC(c2ccccc2)C1 (configuration not stated)
 : 99*	98*	92*	98*	99*	98*
CC(C)NS(=O)(=O)c1ccc(Cl)cc1
 : 12	12	0	2	-1	2
O=C(COc1ccc(Cl)c(Cl)c1)Nc1cccc(C(=O)CCl)c1
 : 46	37	9	63	81*	50
O=C(NCCNCCCNC(=O)c1cc(-c2ccccc2)nc2ccccc12)c1cccc(O)c1O
 : 33	8	23	44	50	23
NC(=S)Nc1ccccc1Cl
 : 16	-14	-18	11	-11	-6
CC1=NS(C)(=O)=c2ccccc2=N1 (configuration not stated)
 : 3	7	-13	0	-16	-2
COc1ccccc1P(=O)(O)O
 : -20	-11	-5	-32	-7	-23
COC1OCCCC1Br (configuration not stated)
 : 26	23	5	17	-1	-26
C=C(C(N)=O)c1ccc([N+](=O)[O-])o1
 : 62	52	30	90*	20	45

Next entries follow.
Results follow in this order: yeast sgs1 mgt1	yeast rad50	yeast cln2 rad14	yeast mlh1 rad18	bub3	yeast mec2-1
CCOC(CN(Cc1ccccc1)CC(OCC)OCC)OCC
 : 13	13	6	-4	10	8
Cc1c(-c2ccccc2)oc(=O)c(Cl)c1N(c1ccccc1)c1ccccc1
 : 10	23	5	22	-3	19
COCCCNc1ncnc2c1cnn2-c1ccc(Cl)cc1
 : 0	-1	10	-4	-9	-5
Clc1ccc(-n2ncc3c(NCc4ccccc4)ncnc32)cc1
 : 1	-3	40	-1	9	-7
O=c1[nH]c(=O)n(C2OC(CO)C(O)C2O)cc1F (configuration not stated)
 : 96*	93*	92*	92*	90*	98*
O=C(Nc1ccccc1)Nc1cccc([N+](=O)[O-])c1
 : -2	-1	2	-28	7	9
Cc1cn(C2CC(NO)C(CO[Si](C)(C)C(C)(C)C)O2)c(=O)[nH]c1=O (configuration not stated)
 : -3	-4	-4	-36	-30	0
CCCCCCCCCCCCCCNC(=O)CCl
 : -6	15	-8	-16	-9	-18
CCCCCNC(=O)CCC(=O)NCCCCC
 : 2	11	10	-5	14	6
C[C@H]1C(=O)CCC2[C@]3(C)CC4OC(=O)C5(CC[C@@]6(C)CCC(C)(C)CC6C45C)C3CC[C@@]21C (some centres not stated)
 : -26	-1	-4	-15	-35	-7

More compounds follow:
Results follow in this order: yeast sgs1 mgt1	yeast rad50	yeast cln2 rad14	yeast mlh1 rad18	bub3	yeast mec2-1
CC(=O)/C(=N/O)C(C)C
 : 6	5	0	3	0	-4
CCCCC(CC)COC(=O)CCC(CCC(=O)OCC(CC)CCCC)C(=O)OCC(CC)CCCC (configuration not stated)
 : -24	-25	34	-38	-37	-36
O=C1C=C(NCCc2ccccc2)c2ccccc2C1=O
 : 17	38	9	-5	40	-9
Nc1ncn(C2OC(CO)C(O)C2O)c(=O)n1 (configuration not stated)
 : -8	4	-4	6	-2	-26
Cc1cccc(Cc2cccc(Cl)c2)c1O
 : 100*	99*	99*	99*	99*	100*
CC(=O)OCCn1c(=O)sc2ccccc21
 : 3	3	-8	-1	-11	14
N#CC1=C(Nc2ccccc2Cl)SC(c2ccncc2)NC1=O (configuration not stated)
 : -7	-12	-1	-6	-34	-27
O=c1c2ccccc2n2nnc3cccc1c32
 : -5	32	-18	8	10	16
COc1cc(C2=N/C(=C\c3cccc([N+](=O)[O-])c3)C(=O)O2)cc(OC)c1OC
 : 12	0	-8	-22	0	-7
CC(C)(C)[Si](C)(C)OCC1OC(n2cnc3c(N)ncnc32)CC1O (configuration not stated)
 : -18	14	4	-3	-8	0

(list continues)
Results follow in this order: yeast sgs1 mgt1	yeast rad50	yeast cln2 rad14	yeast mlh1 rad18	bub3	yeast mec2-1
NC(CCCCC1CCCCC1)C(=O)O (configuration not stated)
 : -18	-6	-37	-3	-28	-29
C=CCc1c2[n+](cc3c(OC)c(OC)ccc13)CCc1cc3c(cc1-2)OCO3
 : 12	17	23	-7	-1	-2
O=C1C=CC(CCCCCn2ccc(=O)[nH]c2=O)C(=O)N1 (configuration not stated)
 : 15	-8	14	0	-7	3
CCOC(=O)c1ccc(NC(=O)/C=C/c2ccccc2)cc1
 : 17	-5	-24	6	30	11
Nc1cc2[nH]c(=O)oc2cc1Cl
 : 6	-2	2	-2	7	0
Cc1nc(Br)c([N+](=O)[O-])[nH]1
 : -2	7	-48	5	-10	-6
CCOC(=O)[C@H](Cc1c[nH]c2cc([N+](=O)[O-])ccc12)N1C(=O)c2ccccc2C1=O
 : 6	3	-11	-18	3	2
Fc1ccc(-c2cc(-c3ccc(F)cc3)cc(-c3ccc(F)cc3)c2)cc1
 : 13	0	14	10	-8	12
O=C(NCCCCCCNC(=O)N1CCCCC1)c1cccnc1
 : -4	-8	-27	-34	13	-21
CCCCC(Nc1nncs1)Nc1nncs1
 : 10	-9	4	3	11	-18

Next section.
Results follow in this order: yeast sgs1 mgt1	yeast rad50	yeast cln2 rad14	yeast mlh1 rad18	bub3	yeast mec2-1
COC(=O)c1c2oc3c(C(=O)OC)cccc3nc-2cc(N)c1=O
 : 9	30	-46	22	66	26
Cc1ccc(/C=N/Nc2nc3ccccc3s2)s1
 : -10	-24	1	-11	-12	-4
COc1ccc(C(=O)C(C(=O)C(=O)NC2C3CC4CC(C3)CC2C4)c2ccc(OC)cc2)cc1 (configuration not stated)
 : -22	16	-26	-5	2	4
Cc1ccc(Oc2ccc(C(=O)C(CN(C)C)CN(C)C)cc2)cc1
 : 51	92*	96*	97*	96*	98*
c1ccc(C2c3ccccc3-c3ncnc(N4CCCCC4)c32)cc1 (configuration not stated)
 : 25	9	15	15	0	-3
CN1CCCS/C1=C1/SC(=S)N(c2ccccc2)C1=O
 : -6	-17	-6	-17	-28	14
Nc1nnc2nc(CC(=O)c3ccccc3)/c(=C/C(=O)c3ccccc3)n12
 : 1	-14	29	0	-5	9
COC(Nc1ccccn1)(C(=O)c1ccccc1)c1ccccc1 (configuration not stated)
 : -19	-10	-2	-10	-28	-24
CCO/C=C1\N=C(C(O)(c2ccc(Cl)cc2)c2ccc(Cl)cc2)OC1=O
 : 19	49	45	34	43	16
CCC(=O)Oc1c(C)cccc1Cl
 : -24	-14	-83	-12	-24	-24

Later entries.
Results follow in this order: yeast sgs1 mgt1	yeast rad50	yeast cln2 rad14	yeast mlh1 rad18	bub3	yeast mec2-1
CSc1nc(COC(=O)NC(C)C)c(COC(=O)NC(C)C)n1Cc1ccccc1
 : 1	2	2	2	5	4
C1CC2CCC3CCCC4CCC(C1)C2C34 (configuration not stated)
 : 3	1	2	15	-11	-15
CSC1CC2C(CC1(C)SC)C2(C)C (configuration not stated)
 : 7	-20	-5	-10	-9	-19
C[C@@]1(N2C(=O)OC(c3ccccc3)C2=O)C(=O)N2CCS[C@@]21c1ccccc1 (some centres not stated)
 : 12	4	11	1	6	3

High-throughput results as filed in PubChem.
